GlmU inhibition – inhibition of mycobacterial GlmU enzyme – biochemical, glucosamine-1-phosphate acetyltransferase (AID 1376). 220,000 compounds, 0.25% hits. inhibition, %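 (tested at 30 µM in the primary screen)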, or IC50 in µM where a hit was titrated. M. tuberculosis GlmU acetyltransferase enzyme assay; higher % means a stronger effect; in the data active = inhibition above about 13%;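 also: 0% = complete reaction with vehicle and 100% = reaction without substrate; strong numbers were not always called active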
RmlCD inh 1536 – inhibitors of Mycobacterium tuberculosis RmlC and RmlD coupled enzymes. P9WH09+P9WH11. RmlC+RmlD coupled enzyme assay, percent inhibition; primary screen in compound mixtures. inhibition, % at 3.6 µM. 160,000 compounds, 0.03% hits. AID 1533; in the data active = inhibition mostly above about 34%, no sharp cut-off; also: some results filed as inactive read as strong as hits
Target sequence (P9WH09 whole entry, looked up): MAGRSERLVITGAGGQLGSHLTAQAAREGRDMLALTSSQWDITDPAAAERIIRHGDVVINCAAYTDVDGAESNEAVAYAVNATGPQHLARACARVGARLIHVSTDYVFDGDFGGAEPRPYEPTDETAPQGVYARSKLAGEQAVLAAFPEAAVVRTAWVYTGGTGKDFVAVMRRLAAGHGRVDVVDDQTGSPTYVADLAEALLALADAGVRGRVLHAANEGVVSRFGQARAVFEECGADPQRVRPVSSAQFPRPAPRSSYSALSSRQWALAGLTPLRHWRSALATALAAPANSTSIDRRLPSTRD
Target sequence (P9WH11 whole entry, looked up): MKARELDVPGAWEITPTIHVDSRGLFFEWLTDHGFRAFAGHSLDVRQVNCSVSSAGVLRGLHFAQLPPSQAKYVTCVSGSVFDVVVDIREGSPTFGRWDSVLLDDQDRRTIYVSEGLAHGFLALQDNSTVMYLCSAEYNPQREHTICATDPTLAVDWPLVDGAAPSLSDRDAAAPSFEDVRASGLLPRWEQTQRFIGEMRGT
* hit, by the source's call; . = not tested or not shown; & = joins results of further samples. Not all compounds are listed; count on the stated rates, not on these rows.

| Molecule | GlmU inhibition | RmlCD inh 1536 |
| --- | --- | --- |
| O=C(OCCn1cncn1)c1cc2ccccc2oc1=O | 2.3% | 8 |
| COc1ccccc1N(CC(O)COc1c(C)cc(C)cc1C)S(=O)(=O)c1ccccc1 (stereo not drawn) | -3.7% | 5 |
| NC(=O)CC(NC(=O)c1ccccc1)c1ccc(NCCOc2ccccc2)c([N+](=O)[O-])c1 (stereo not drawn) | 3.9% | -14 |
| Cc1nc2c(C(=O)N3CCC4(CC3)OCCO4)cnn2c(C)c1Cc1cccc(Cl)c1 | 0.2% | 12 |
| Cc1ccc(NC(=O)COC(=O)c2ccn(C)n2)cc1 | 3.2% | . |
| CCC1(COC(=O)Nc2cccc(Cl)c2)COC1 | 1.4% | 5 |
| CC(=O)N1CCN(c2ccc(N=Cc3c(O)n(-c4ccc(Cl)cc4)c(=O)[nH]c3=O)cc2)CC1 | 1.4% | . |
| O=C(c1cnc2nc3ccccc3n2c1)c1cc(F)ccc1O | -3.1% | . |
| COc1cccc(C2(C#N)CCN(C)CC2)c1 | -3.9% | -8 |
| Cn1c(N)c(C(=O)COC(=O)CSc2ccc(Cl)cc2)c(=O)n(C)c1=O | 2.3% | 6 |
| COCCCNC(=O)CC(NS(=O)(=O)c1ccc(Cl)cc1)c1ccc(OC)cc1 (stereo not drawn) | -5.2% | -8 |
| Cc1ccc(C(=O)CSc2nsc(C)c2C#N)cc1 | -1.2% | 5 |
| COC(=O)CCc1c(C)[nH]c(=S)[nH]c1=O | -1.9% | . |
| CSCCC(/C(O)=C(\C#N)c1nc2ccccc2[nH]1)N1C(=O)c2ccccc2C1=O (stereo not drawn) | 1.3% | 4 |
| COc1ccccc1/C=C(\NC(=O)c1ccc(OC)c(OC)c1)C(=O)Nc1cc([N+](=O)[O-])ccc1C | -4.2% | 3 |
| CCC(=O)N1CCN(CCN=CC2=C(O)CC(c3ccc(OC)cc3)CC2=O)CC1 (stereo not drawn) | 3.3% | . |
| Cn1cc(C(=O)NCc2cccs2)c(=O)c2cc(S(=O)(=O)N3CCCC3)ccc21 | 2.6% | . |
| Cc1cc(OC(=O)Cc2cccc3ccccc23)c([N+](=O)[O-])c(=O)[nH]1 | 2.7% | 5 |
| Cc1cc(C)c(S(=O)(=O)/N=C2/C=C(Sc3ncn[nH]3)C(=O)c3ccccc32)cc1C | 9.9% | 2 |
| CSCCC(NC(=O)c1ccoc1C)C(=O)O (stereo not drawn) | -1.4% | . |
| Cc1ccc(CNC(=O)CCc2ccc(S(=O)(=O)NC3CCCCC3)cc2)cc1 | -4.0% | 26 |
| COc1ccc(-c2nn(CCC#N)cc2/C=N/O)cc1OC | -0.9% | -5 |
| COc1ccc2c(c1)C(=O)[C@@H](OC(=O)NCc1ccc3c(c1)OCO3)[C@H](c1ccc(OC)c(Br)c1)O2 | -5.9% | . |
| O=C(NC1CCCc2ccccc21)c1ccccc1Br (stereo not drawn) | 0.7% | . |
| C=CCN1C(=O)CN=C1Nc1ccc(F)cc1 | -7.1% | 9 |
| O=S(=O)(NC1=NCCCCCC1)c1cccs1 | 3.8% | . |
| O=c1c2cc(Br)cc(Br)c2oc2nc3n(c(=O)c12)CCCS3 | . | -12 |
| NC(=S)N/N=C/C=C/c1ccccc1 | 2.6% | -1 |
| COc1cc(OC)cc(C(=O)NCCN2CCOCC2)c1 | 0.8% | 0 |
| Cc1cc(C)nc(N2N=C(C(C)(C)C)CC2=O)n1 | -1.0% | -8 |
| C=C(COC(=O)CCC(=O)O)CC1CC(O)[C@]2(C)OC3CC4OC5C[C@]6(C)O[C@]7(C)CCC8OC9C[C@]%10(C)OC%11C(C)=CC(=O)OC%11CC%10OC9C[C@@H](C)C8OC7CC6O[C@]5(C)C/C=C\C4OC3CC2O1 (stereo partly drawn) | -3.6% | . |
| Cc1ccc(C(=O)Nc2nc(N)n(-c3ccccc3)n2)cc1 | 0.7% | 4 |
| COc1ccc(NC(=O)CCN2CCC(C)CC2)cc1 | -0.3% | . |
| O=C(COC(=O)CCC(=O)c1ccc(F)cc1)Nc1cccc(S(=O)(=O)N2CCOCC2)c1 | 4.0% | -13 |
| O=C(O)Cn1nnnc1SCC(=O)Nc1ccc(F)cc1F | 0.8% | 11 |
| Cc1ccc(NC(=O)C(=O)NCCCN2CCOCC2)c(C)c1 | -3.0% | 8 |
| CCOC(=O)c1ccc(NC(=O)CNC(=O)C23CC4CC(CC(C4)C2)C3)cc1 | 1.2% | 8 |
| CCN(C(=S)Nc1cccnc1)c1ccccc1 | 6.1% | -6 |
| Cc1cccn2c(=O)c(/C=N/O)c(N3CCCCC3)nc12 | 2.2% | -5 |
| O=C(NCc1ccccc1Cl)C1CCN(S(=O)(=O)N2CCOCC2)CC1 | -1.9% | -9 |
| COc1ccccc1Nc1nc(Cl)c(C=O)s1 | 4.7% | 4 |
| CCOc1ccc(NC(=O)N(C2CCCC2)C2CCN(C(C)=O)CC2)cc1 | 0.2% | 1 |
| O=c1c2c(nc3cc(-c4ccc(F)cc4)[nH]n13)CCCC2 | 1.6% | . |
| O=c1c2cn[nH]c2nc(SCc2c(F)cccc2F)n1-c1ccc(Cl)cc1 | 2.1% | -2 |
| COCc1c(CCl)cnc(C)c1O | -3.4% | 46 |
| O=C(N/N=C/c1sc(N2CCOCC2)nc1-c1ccccc1)c1ccccc1O | 0.3% | 28 |
| COc1cc2c(cc1OC)C(Cc1ccc(O)cc1)N(C)CC2 (stereo not drawn) | 3.8% | . |
| S=C(N/N=C1\CCc2ccccc21)NC1CCCCC1 | 6.6% | 2 |
| Cc1cc(F)ccc1S(=O)(=O)N(C(=O)c1ccncc1)c1ccc(OC(=O)c2ccncc2)cc1 | 5.9% | 8 |
| Cc1ccc(S(=O)(=O)N(C)CCCC(=O)Nc2cccc3ccccc23)cc1 | 2.3% | -1 |

The listing continues.
| Molecule | GlmU inhibition | RmlCD inh 1536 |
| --- | --- | --- |
| COc1cc(N)c(Cl)cc1NC(=O)c1ccccc1 | -4.4% | 18 |
| CCOc1ccc2nc(NC(=O)CS(=O)(=O)c3ccc(C)cc3)sc2c1 | -0.4% | 6 |
| COc1ccc(-c2ccc(SCC(=O)Nc3cc(C)on3)nn2)cc1OC | 2.1% | 1 |
| O=C(NNC(=O)c1ccccc1Cl)c1ccco1 | 2.4% | -9 |
| CCN1C(=O)NC(=O)/C(=C/c2cc(C)n(-c3sc(C)c(C)c3C#N)c2C)C1=O | 1.0% | 7 |
| Cc1onc(-c2c(F)cccc2Cl)c1C(=O)NC(=S)NCc1cccnc1 | 4.6% | 0 |
| O=C(CN1C(=O)CSC1=O)Nc1ccc2c(c1)OCCO2 | 5.1% | . |
| c1ccc(CN2C3=NCCN3c3ccccc32)cc1 | 6.0% | 2 |
| COc1cc(Cl)c(S(=O)(=O)NCc2cccnc2)cc1Cl | -0.2% | . |
| CC1CCCN(c2ccc(C(=O)NCCc3ccccc3)cn2)C1 (stereo not drawn) | -1.1% | . |
| Nn1c(-c2cccs2)nc2sc3c(c2c1=O)CCCC3 | 6.4% | -8 |
| CCOC(=O)CC1C(=O)NCCN1S(=O)(=O)c1cc(Cl)c(Cl)cc1Cl (stereo not drawn) | 2.7% | -12 |
| CN1c2ccccc2C(C)(C)[C@]12C=Cc1cc(O)ccc1O2 | 7.8% | . |
| Cc1c(C2OC(=O)C3(CCCCC3)C(=O)C2(C)C)c(=O)n(-c2ccccc2)n1C (stereo not drawn) | 0.6% | . |
| CN(C)c1ccc(N/C=C/C(=O)C(F)(F)F)cc1 | 3.9% | -5 |
| CCN(CC)C(=O)CSc1nc2cc3c(cc2c(=O)n1Cc1ccc2c(c1)OCO2)OCO3 | 0.8% | 13 |
| O=C(COC(=O)Cn1cnc2ccccc21)NCc1ccc(F)cc1 | 0.1% | 5 |
| COc1ccc(N2C(=O)CC(N(CCc3ccc(OC)c(OC)c3)C(=S)Nc3ccccc3)C2=O)cc1 (stereo not drawn) | 4.7% | . |
| O=C(NCc1ccco1)c1cccn2c(=O)c3cc4ccccc4cc3nc12 | . | -7 |
| O=C(O)c1ccc(N/N=C/C2=C(N3CCOCC3)C(=C\c3ccccc3)/CC2)cc1 | -3.6% | . |
| O=C(Nc1ccc2c(c1)OCO2)c1cnn2c(C(F)(F)F)cc(-c3ccco3)nc12 | -0.5% | . |
| O=[N+]([O-])c1ccccc1OCC(O)CNC1CCCC1 (stereo not drawn) | -1.9% | . |
| Clc1ccc(Cn2ncc3c(NCCN4CCOCC4)ncnc32)cc1 | 1.0% | . |
| Cn1c(-c2ccc(C=O)s2)nc2ccccc21 | -0.5% | 46 |
| COc1cc(C(=O)OCCC(C)C)cc(OC)c1O | -0.5% | 7 |

In another format: entries from further up
Value order: GlmU inhibition	RmlCD inh 1536
COc1ccc(N2C(=O)CC(N(CCc3ccc(OC)c(OC)c3)C(=S)Nc3ccccc3)C2=O)cc1 (stereo not drawn)
    4.7%	.
O=c1c2c(nc3cc(-c4ccc(F)cc4)[nH]n13)CCCC2
    1.6%	.

Profiles, quoted from the list. Screens in order: GlmU inhibition	RmlCD inh 1536
Listed for `Cc1c(C2OC(=O)C3(CCCCC3)C(=O)C2(C)C)c(=O)n(-c2ccccc2)n1C` (stereo not drawn) → 0.6%	.
Listed for `CC1CCCN(c2ccc(C(=O)NCCc3ccccc3)cn2)C1` (stereo not drawn) → -1.1%	.

Additional records follow.
| Molecule | GlmU inhibition | RmlCD inh 1536 |
| --- | --- | --- |
| CCC1CCCCN1CC(=O)c1ccc(OC(F)F)cc1 (stereo not drawn) | -1.4% | -4 |
| COc1ccc(C(=O)Nc2cc(-c3nn4c(C)nnc4s3)ccc2C)cc1 | -3.1% | -4 |
| CC(=O)Nc1cccc(NC(=O)C2CCCN2C(=O)Nc2ccccc2C)c1 (stereo not drawn) | 4.0% | . |
| Cc1cc2cc(C(c3nnnn3CC3CCCO3)N3CCCc4ccccc43)c(=O)[nH]c2cc1C (stereo not drawn) | -1.8% | . |
| CC(C)Cn1c(N)cc(=O)n(C)c1=O | 1.8% | 13 |
| Cc1ccsc1/C=N\Nc1cn[nH]c(=O)c1Cl | 2.9% | -6 |
| Nc1nc2ccccc2n1/N=C/c1ccc(Br)cc1 | 0.5% | 9 |
| CC(C)(C)NS(=O)(=O)c1ccc(/C=C/C(=O)O)cc1 | 1.3% | . |
| O=C(c1nc(SCc2ccc([N+](=O)[O-])cc2)n2ccccc12)C(F)(F)F | 1.0% | . |
| CCn1cc([N+](=O)[O-])c(C(=O)Nc2ccn(Cc3ccccc3)n2)n1 | -5.4% | 46 |
| O=C(CCc1ccc(S(=O)(=O)N2CCOCC2)cc1)Nc1cc(Cl)ccc1N1CCOCC1 | 7.1%&2.1% | . |
| O=C(CCCN1C(=O)/C(=C\c2cccs2)SC1=S)Nc1cccnc1 | 3.4% | -14 |
| COc1ccccc1-c1nn(Cc2ccccc2)cc1/C=C/C(=O)O | 4.0% | 5 |
| CC(C)(CO)NCc1cccs1 | 1.8% | 3 |
| O=C(Nc1ccc2snnc2c1)Nc1cccc2ccccc12 | -2.0% | . |
| Cc1ccc(CNC(=O)CNC(=O)c2c(C)nn(C)c2Cl)cc1 | -2.9% | -13 |
| Cc1ccc2nc(-c3ccccc3)nc(SC(C)C(=O)NCc3cccs3)c2c1 (stereo not drawn) | . | 13 |
| Cn1c2c(c(=O)n(C)c1=O)CN(CCN1CCNCC1)CN2 | 5.2% | -5 |
| COc1ccc(Nc2nc(-c3c(C)nc4ncccn34)cs2)cc1 | -2.0% | 1 |
| O=C(c1cn(-c2ccccc2)nc1-c1ccc(F)cc1)N1CCOCC1 | 5.3% | 28 |
| CCOC(=O)C(NC(=O)Nc1ccc(C(N)=O)cc1)(c1ccccc1)C(F)(F)F (stereo not drawn) | 3.4% | . |
| O=C(Nc1nc2c(s1)CCCC2)c1cc(-c2ccccc2)nc2ccccc12 | -1.0% | . |
| Cc1cccc(OCCCC(=O)Nc2nc3ccccc3[nH]2)c1 | 3.2% | 8 |
| COc1cccc(N=Nc2c(O)[nH]c(=S)[nH]c2=O)c1 | 2.2% | 49 |
| Cn1c(=O)c2c(SCC(=O)Nc3nccs3)nc(C3CC3)nc2n(C)c1=O | -1.6% | 0 |
| CCCn1nc(C(=O)NCC(C)(C)N2CCOCC2)c2ccccc2c1=O | -2.4% | 5 |
| O=C(COC(=O)c1ccc2c(c1[N+](=O)[O-])C(=O)c1ccccc1C2=O)NC1CC1 | 1.6% | 0 |
| Cc1c(N=C/C=C2/N(C)c3ccccc3C2(C)C)c(=O)n(-c2ccccc2)n1C | -1.2% | . |
| NC(=O)[C@@H]1CCCN1Cc1nc(-c2ccc(C(F)(F)F)cc2)no1 | -0.8% | 12 |
| CCC(c1nnnn1C1CCCC1)N1CCN(C(=O)c2ccco2)CC1 (stereo not drawn) | -0.7% | -9 |
| Cc1ccc(-n2c(=O)c3ccc(C(=O)NCc4ccco4)cc3n(Cc3ccccc3C#N)c2=O)cc1 | -1.2% | -1 |
| COc1ccc(C2c3ccc(O)cc3Oc3ncn4nc(-c5ccccn5)nc4c32)cc1OC (stereo not drawn) | -0.1% | -15 |
| CCN(CC)S(=O)(=O)c1ccc(C(=O)OCC(=O)c2ccc3c(c2)NC(=O)CO3)cc1 | -4.6% | . |
| CCCCC(C(=O)O)C(C)CC(=O)Nc1nccs1 (stereo not drawn) | 1.6% | 82 |
| COc1ccc(NC(=S)N2CCCCCC2)cc1OC | 0.2% | 71 |
| Cn1c(=O)c2c(nc(NCc3cccnc3)n2Cc2ccccc2Cl)n(C)c1=O | -1.6% | 9 |

3 entries from above, with each value named.
Cc1c(N=C/C=C2/N(C)c3ccccc3C2(C)C)c(=O)n(-c2ccccc2)n1C
  GlmU inhibition: -1.2%; RmlCD inh 1536: .
NC(=O)[C@@H]1CCCN1Cc1nc(-c2ccc(C(F)(F)F)cc2)no1
  GlmU inhibition: -0.8%; RmlCD inh 1536: 12
CCC(c1nnnn1C1CCCC1)N1CCN(C(=O)c2ccco2)CC1 (stereo not drawn)
  GlmU inhibition: -0.7%; RmlCD inh 1536: -9
